Screening results (PubChem BioAssay)
Lmaj promast – inhibitors of Leishmania major promastigote growth; 9% of 200,000 active; inhibition, % at 10 µM; AID 1063; Leishmania major promastigotes, resazurin fluorescence viability; in the data active means inhibition above about 50%;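 further: promastigotes grown with compound for 44 hours at 28 °C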
TNAP inh hi DEA – inhibitors of human TNAP at high phosphate acceptor concentration; inhibition, % at 20 µM; P05186; 0.03% of 200,000 active; purified TNAP, CDP-star luminescence, 1 M DEA;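 active means over 50% inhibition of tissue-nonspecific alkaline phosphatase at 20 µM in the single-dose screen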;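 further: plate controls were DMSO wells for no effect and EDTA-quenched wells as full inhibition for full effect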
Target sequence (P05186 whole entry, looked up): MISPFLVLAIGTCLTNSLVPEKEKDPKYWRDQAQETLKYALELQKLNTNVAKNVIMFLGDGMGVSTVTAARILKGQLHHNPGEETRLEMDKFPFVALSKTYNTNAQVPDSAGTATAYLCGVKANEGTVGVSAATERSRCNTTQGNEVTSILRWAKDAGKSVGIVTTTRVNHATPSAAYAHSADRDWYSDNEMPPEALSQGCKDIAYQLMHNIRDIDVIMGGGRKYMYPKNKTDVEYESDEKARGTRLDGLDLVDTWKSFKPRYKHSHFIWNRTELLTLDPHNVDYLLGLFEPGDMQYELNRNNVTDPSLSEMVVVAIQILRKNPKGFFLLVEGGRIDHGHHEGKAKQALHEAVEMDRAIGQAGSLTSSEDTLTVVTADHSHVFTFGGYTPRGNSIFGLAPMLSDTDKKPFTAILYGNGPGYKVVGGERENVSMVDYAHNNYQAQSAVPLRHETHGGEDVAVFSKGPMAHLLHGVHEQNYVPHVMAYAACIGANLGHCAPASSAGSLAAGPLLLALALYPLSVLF
Hsp70 activator – switches on Hsp70 transcription; 0.04% of 200,000 active; HeLa Hsp70 promoter luciferase reporter, luminescence; scaled: vehicle 0, proteasome-inhibitor control 100%; activation, % at 10 µM;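 active means activation above the mean across all tested compounds plus 3 SD, cutoff set per campaign, cut at about 5.5% in these data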;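 further: 100% = MG132 at 30 µM as the positive control and 0% = DMSO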
HMGR II inh – blocks class II HMG-CoA reductase of Enterococcus faecalis. AID 1066. inhibition, % at 10 µM. purified E. faecalis HMGR, NADPH absorbance 340 nm kinetic. 0.41% of 190,000 active;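 active means inhibition above a set limit, the median over all tested compounds plus 3 SD, cut at about 9.5% in these data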;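 further: enzyme runs in reverse so mevalonate oxidation gives rising NADPH absorbance; 0% = complete reaction with DMSO and 100% = background rate lacking mevalonate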
S1P3 antag – S1P3 (human) receptor antagonism; CHO S1P3 NFAT-BLA reporter, FRET fluorescence, antagonist mode; inhibition, % at 4.98 µM; 0.27% of 170,000 active; Q99500; AID 485;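 active means inhibition above the plate cutoff, the mean inhibition of test wells on that plate plus 3 SD, cut at about 28% in these data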;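 further: cells challenged with S1P at its EC80 of 0.8 µM; blue over green emission ratio from cleaved BLA substrate after 4 h stimulation; 0% = S1P-stimulated wells and 100% = unstimulated DMSO-only wells; some compounds past the cut are filed as inactive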
PMI activator – activators of human phosphomannose isomerase | 0.005% of 190,000 active | purified human PMI, coupled resazurin fluorescence, 20 min; active compounds read high; 1 = vehicle control, 0 substrate-free wells | AID 1214 | P34949 | activation factor at 20 µM;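 active means activation factor of 2 or more at 20 µM, relative to plate controls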
Target sequence (P34949 whole entry, looked up): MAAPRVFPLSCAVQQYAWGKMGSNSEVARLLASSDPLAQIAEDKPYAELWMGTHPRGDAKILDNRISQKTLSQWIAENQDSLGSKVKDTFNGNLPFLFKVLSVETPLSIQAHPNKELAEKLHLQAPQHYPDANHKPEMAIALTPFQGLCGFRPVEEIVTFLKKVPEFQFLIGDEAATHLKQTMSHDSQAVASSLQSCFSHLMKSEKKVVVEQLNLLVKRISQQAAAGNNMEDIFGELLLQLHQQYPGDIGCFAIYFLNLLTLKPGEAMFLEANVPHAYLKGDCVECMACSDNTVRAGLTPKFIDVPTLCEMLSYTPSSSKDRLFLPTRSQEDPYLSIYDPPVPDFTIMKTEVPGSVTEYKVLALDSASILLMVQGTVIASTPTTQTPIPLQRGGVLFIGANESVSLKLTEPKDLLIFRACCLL
TNAP inh no acc – inhibitors of human TNAP without phosphate acceptor | purified TNAP, CDP-star luminescence, 30 min | inhibition, % at 20 µM | 0.26% of 200,000 active;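 active means tissue-nonspecific alkaline phosphatase inhibition above about 50% at 20 µM in the single-dose screen, limit read from the data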;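 further: 0% = DMSO negative control and 100% = EDTA positive control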
PMI act hi M6P – increases human PMI activity with near-saturating mannose 6-phosphate. 0.34% of 190,000 active. coupled PMI enzyme assay, resazurin fluorescence, 20 min; active compounds read high; 1 = untreated enzyme, 0 = substrate-free blank. activation factor at 20 µM;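 active means activation factor of 2 or more at 20 µM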
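Test system: human phosphomannose isomerase with PGI, G6PDH, diaphorase coupling enzymes; Amount: PMI at 15 ng/mL final; Reagent: Mannose-6-phosphate 1.0 mM (near-saturating) plus 0.22 mM NADP+; Timing: 20 min, room temperature; Technique: resorufin fluorescence at Ex 544/Em 590 nm; Dosing: 20 µM single dose.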
RAM network inh – blocks the yeast RAM network; S. cerevisiae dse1pr::URA3 reporter, 5-FOA growth OD615, 2 d; analog-sensitive cbk1-as2 kinase mutant strain; inhibition, % at 50 µM; 1.8% of 190,000 active; AID 868;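 active means inhibition above a set limit, 3 SD over mean compound inhibition, cut at about 8.4% in these data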;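 further: 0% = DMSO-only wells with no growth and 100% = 10 µM 1-NA-PP1 full growth; inhibition rescues growth on 5-FOA so higher OD means more RAM inhibition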
DTT redox prof – compounds producing H2O2 with reducing agent – biochemical, NIH compound library profiling, artefact control for MLSCN library redox annotation, primary screen. DTT-dependent redox cycling H2O2, phenol red/HRP absorbance; 100% = 100 µM peroxide control, 0% = buffer. activation, % at 10 µM. 0.03% of 200,000 active. AID 878;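 active means activation of at least 50% relative to the plate's high and low controls in the primary single-dose screen; inactive means activation below 50%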;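 further: compound incubated with DTT at 0.8 mM final as the reducing agent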
* marks the source's active call; other numbers are inactive results; nt = no result given.

No.	SMILES	Lmaj promast	TNAP inh hi DEA	Hsp70 activator	HMGR II inh	S1P3 antag	PMI activator	TNAP inh no acc	PMI act hi M6P	RAM network inh	DTT redox prof
1	CNS(=O)(=O)c1cccc(C(=O)OCC(=O)N(CCC#N)c2ccccc2)c1	-4	-8	-0.2	-4	-12	1	-10	1	1.3	0.3
2	COC(=O)CCCNC(=O)c1ccc2[nH]c(C)c(C)c2c1	-2	-5	-0.4	-4	3	1	-9	1	0.3	4.0
3	CCn1c(-c2ccc(Cl)cc2)n[nH]c1=S	-6	-5	-0.2	-1	nt	1	30	1.1	-0.1	0.1
4	O=C(N/N=C/c1ccc2c(c1)OCO2)C(=O)N1CCCC1	-4	-1	0.5	3	-2	1.1	-3	1.1	0.4	-0.8
5	CC(C)(C)Nc1nc(SCc2ccccc2)nc(N2CCOCC2)n1	30	-3	-0.1	-1	12	0.8	-3	0.8	2.5	0.3
6	COc1ccccc1N1CCN(C(=O)c2cc3sccc3n2C)CC1	4	-4	-0.2	-4	nt	1.1	3	1.1	0.4	2.1
7	COc1ccc(N(C(=O)c2ccc(F)cc2)C2=CC3CCC(C2)N3C)cc1 (centres undefined)	-3	1	-0.2	-3	nt	0.9	-8	1	0.8	0.1
8	O=C(Nc1ccc(F)cc1)C1CCCCC1	-1	0	-0.3	-9	0	1.1	-6	1	1.9	0.7
9	N/C(Cc1ccc([N+](=O)[O-])cc1)=N\OC(=O)c1ccc(Br)cc1	2	-4	-0.4	1	-1	0.9	-2	0.9	-1.6	0.1
10	Cc1ccc(/C=N/Nc2nc(C(C)(C)C)cs2)o1	20	-4	-0.1	-5	-4	1.1	-10	1.3	1.7	0.3
11	O=C(CCC1CCCN(C2C3CC4CC(C3)CC2C4)C1)NCc1ccc(F)c(F)c1 (centres undefined)	56*	-9	-0.2	0	-5	0.9	-11	0.9	0.3	1.0
12	CCOc1c(Cl)cc(C(=O)NCCN2CCCCC2)cc1Cl	4	-4	-0.5	2	-1	1	-1	1	0.3	0.5
13	Cc1nn2c3c(cnc2c1-c1ccccc1)C(=O)CCC3	-1	-10	-0.2	1	-12	0.9	-15	1	0.7	-0.2
14	O=C1/C(=C\c2ccsc2)NC(=S)N1c1ccccc1	-4	-2	0.1	1	12	1.1	8	1.1	7.1	-0.2
15	Cc1ccc(N2C(=O)[C@@H]3[C@H](C2=O)C2CCCN2[C@@H]3C(=O)c2ccccc2)cc1 (some centres undefined)	40	-6	1.2	4	nt	1.5	-12	2*	-0.1	-1.0
16	COC(=O)/C=C1/SC(=Nc2ccc(C)cc2C)NC1=O	44	3	0.0	-5	nt	1	2	1	2.8	-7.7
17	CCC(=O)Nc1ccc(-c2csc(NNC(C)=O)n2)cc1	-2	7	-0.2	-9	-9	0.9	-59	1	0.8	0.1
18	COc1ccccc1N1CCN(C(=O)/C=C/c2ccco2)CC1	-2	1	0.0	-2	5	0.9	-10	0.9	2.4	-0.5
19	Cc1cccc(NC(=O)c2ccccc2NC(=O)C2CCCCC2)c1C	8	-5	0.0	-2	nt	1	-13	0.9	2.4	-4.5
20	CCOc1ccc2c(c1)C(C)=CC(C)(C)N2C(=O)Nc1ccccc1F	68*	-7	-0.2	-1	6	0.7	-9	0.5	0.1	0.4
21	CCOc1ccc2nc(SCC(=O)NC3CCS(=O)(=O)C3)[nH]c2c1 (centres undefined)	-1	-6	-0.2	-8	-34	1	-11	1	1.8	2.1
22	CC1C/C(=N/NC(=O)c2ccc(CSc3nc4ccccc4[nH]3)cc2)CC(C)(C)C1 (centres undefined)	39	-4	0.1	-5	0	1	-6	1	-0.5	-0.4
23	COc1ccc(OCC#CCNC(C)(C)C)cc1	92*	-6	-0.4	-1	nt	1	-10	1	0.4	0.1
24	COc1cccc(N2CCN(Cc3nc(N)nc(Nc4ccccc4)n3)CC2)c1	17	-5	-0.2	2	-39	0.9	-8	1	1.9	-1.7
25	CCC(Oc1ccccc1)C(=O)Nc1nnc(C(F)(F)F)s1 (centres undefined)	-6	1	-0.2	-3	-9	1	10	1	-0.2	-0.3
26	O=C(COc1ncnc2ccccc12)c1ccc(Cl)cc1	14	-4	0.1	-10	-5	1	-14	1	1.0	1.2
27	CCOc1ccccc1C(=O)Nc1nnc(COC)s1	8	0	-0.5	-3	nt	1	-8	1	0.6	0.1
28	CC1=C(C(=O)N2CCCC(CCC(=O)NCc3ccccc3F)C2)OCCO1 (centres undefined)	-8	-3	-0.3	-5	-4	1	-8	1	0.4	1.2
29	CN1CCN(NC(=O)C2CC2)CC1	-4	3	-0.3	-2	3	0.9	-8	1	2.3	-0.5
30	O=S(=O)(c1ccccc1)c1nc(-c2ccccc2)oc1NCc1cccnc1	6	-5	-0.1	-5	-17	1.1	-8	1.1	2.1	0.7
31	CCOC(=O)C1(CCCc2ccccc2)CCN(C(=O)Cc2nonc2C)CC1	21	-2	-0.3	0	15	0.9	-5	1	1.2	-1.5
32	O=C(NCc1ccccc1)c1ccc2c(c1)OCCO2	-6	-6	0.0	-1	12	1	2	1	0.8	-0.7
33	O=C(COc1cccnc1[N+](=O)[O-])N1CCc2ccccc2C1	-3	-5	0.1	-1	-29	1	-9	1	3.6	0.2
34	CSCC[C@@H](C(=O)Nc1ccc2c(c1)OCCO2)N1Cc2ccccc2C1=O	6	-7	-0.2	-4	0	1	-16	1	2.3	-0.2
35	O=C(COc1ccc(-n2cnnn2)cc1)NC1CCCCC1	-4	-2	-0.3	-1	-8	1	-10	1	4.9	0.2
36	CC(C)Oc1ccc(Cc2c(O)nc(NCCCN(C)C)[nH]c2=O)cc1	0	-3	-0.1	2	nt	1	-10	1	1.1	1.6
37	CC1=C(C(=O)OCc2ccccc2)C(c2cccnc2)n2ncnc2N1 (centres undefined)	3	-4	-0.4	-1	-12	0.9	-12	1	1.1	-1.2
38	COc1ccc(CC(=O)Nc2ccc(C(=O)O)cc2NC(=O)Cc2ccc(OC)cc2)cc1	0	-7	-0.3	-3	-3	1	-8	1	2.8	-1.0
39	CC1CN(S(=O)(=O)c2ccc(Cl)c(S(=O)(=O)N3CC(C)OC(C)C3)c2)CC(C)O1 (centres undefined)	1	-2	-0.4	-1	-16	0.9	-2	0.9	1.2	-0.8
40	C/C(O)=C(/N=O)C(=O)Nc1ccccc1	-1	4	0.1	0	-53	0.9	-4	0.9	0.4	0.0
41	N/C(=N\OC(=O)COc1ccc2ccccc2c1Br)c1cccnc1	-5	-2	-0.3	-2	1	0.9	-8	0.9	-1.7	-1.0
42	Cc1cc(C)c(S(=O)(=O)N(CC(=O)O)CC(=O)O)c(C)c1	-9	-9	0.3	-5	nt	1.1	-2	1.2	1.1	0.4
43	CC1CCN(CCNC(=O)C2CCCN(S(=O)(=O)c3cccc4nonc34)C2)CC1 (centres undefined)	5	-1	-0.3	-2	nt	1.1	-5	1	0.8	0.1
44	O=C(CC1C(=O)NCCN1Cc1cccc(Oc2ccccc2)c1)NCCc1cnccn1 (centres undefined)	-6	-3	-0.2	-3	-10	1.1	-2	0.8	0.2	-0.7
45	COc1cc(NC(=O)c2ccc3c(c2)OCO3)ccc1NC(=O)C(C)C	0	-3	-0.3	-5	9	1	2	1	1.8	2.5
46	COc1cc(C=C2C(=O)c3ccccc3C2=O)cc(OC)c1OC	12	9	-0.4	5	12	1.2	4	1.2	1.6	-0.4
47	Nc1nc(CN2CCN(c3ccccc3)CC2)nc(Nc2ccc(Cl)cc2)n1	16	-7	-0.3	-5	-13	1	-10	1.1	3.8	0.1
48	COc1ccc(CN2CCN(Cc3nc4ccccc4s3)CC2CCO)c(C)c1C (centres undefined)	10	-2	-0.2	-1	-12	0.8	-4	0.8	0.0	-0.3
49	CC(C)(C)C(=O)[C@@H]1[C@@H]2C(=O)N(Cc3ccccc3)C(=O)[C@@H]2[C@H]2c3ccccc3C=CN12	68*	-2	0.3	2	nt	1.4	-19	1.6	0.8	1.6
50	O=C(Nc1cccc(-c2nnc(-c3ccccc3)o2)c1)c1ccc(Br)o1	3	2	-0.2	-3	9	0.9	-5	0.9	2.7	2.8
51	CCOC(=O)C1(Cc2ccc(O)cc2)NC(c2ccco2)C2C(=O)N(c3ccccc3F)C(=O)C21 (centres undefined)	-4	1	-0.1	-1	-17	0.9	-5	0.8	4.1	-2.2
52	COc1ccc(Cl)cc1NC(=O)Nc1ccccc1SC	19	2	0.0	0	-3	0.9	-6	0.8	3.4	0.7
53	COC(=O)CSc1ncc(C#N)c(N)n1	-10	-5	-0.4	63*	-65	0.9	-13	0.9	3.1	-0.7
54	O=C(c1cccc(S(=O)(=O)NCc2ccccc2)c1)N1CCN(Cc2ccccc2)CC1	12	-1	-0.3	-4	nt	0.9	-4	1	3.5	0.1
55	Cc1cc(Cl)c(S(=O)(=O)NC(C)C)cc1OCC(N)=O	46	-2	-0.2	6	-5	1	-12	1	0.3	0.0
56	CCOC(=O)c1sc(NCC2CCCO2)nc1C (centres undefined)	-5	-6	-0.7	-3	7	1	-14	1	-0.9	1.3
57	O=C(N/N=C/c1sc(N2CCOCC2)nc1-c1ccccc1)c1ccc(O)cc1	-9	-2	-0.1	3	13	1	0	1	-0.5	-0.5
58	CNc1oc(-c2cccc3ccccc23)nc1C#N	-4	-8	0.1	-2	-2	1	-12	1	2.6	1.8
59	NC(=O)c1cc(N2C(=O)C=CC2=O)ccc1Cl	-6	-4	-0.3	-6	nt	1	-12	1.1	0.7	-3.8
60	O=C(Oc1cccc2cccnc12)c1ccc2c(c1)OCCO2	30	-7	-0.2	-1	61*	0.7	-13	0.7	0.3	-3.3

Going on with the list:
No.	SMILES	Lmaj promast	TNAP inh hi DEA	Hsp70 activator	HMGR II inh	S1P3 antag	PMI activator	TNAP inh no acc	PMI act hi M6P	RAM network inh	DTT redox prof
61	CN1CCN(C=NC2=NN(c3cccc(C(F)(F)F)c3)CC2)CC1	11	1	-0.2	7	-10	0.8	-11	0.8	-0.8	-0.6
62	CC(C)(C)c1ccc2c(c1)OCC(C(=O)O)O2 (centres undefined)	4	-7	-0.1	0	-12	1	-4	1.1	0.6	2.8
63	CC1(C)Oc2ccc(C(=O)NC3CCCC3)cc2N(CC(=O)NC2CCCCC2)C1=O	-7	5	-0.3	-2	0	1	-12	1	0.3	-3.3
64	Cc1c(NC(=O)CN2C(=O)c3cccc4cccc2c34)c(=O)n(-c2ccccc2)n1C	0	-1	0.1	1	-18	0.9	-14	1	0.8	2.7
65	N#C/C(=N\Nc1ccc(Cl)cc1)C(=N)N1CCCCC1	73*	3	0.2	3	nt	1	-5	1	0.8	1.0
66	Cn1cnnc1Sc1ccc(C(=O)OCC(=O)Nc2cc(Cl)cc(Cl)c2)cc1[N+](=O)[O-]	-4	3	-0.2	4	-13	0.9	6	1	4.4	-0.1
